mIAP activ = activators of mouse IAP, primary screen, biochemical, luminescence, uHTS. intestinal alkaline phosphatase [Mus musculus]. muIAP, CDP-Star luminescence, 30 min; stronger effect = higher value; 1 = vehicle-only enzyme signal, 0 = enzyme-free wells. activation factor at 10 µM. actives 0.24% (n = 330,000). AID 2805, 2010;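 active = activation factor of at least 2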; also: the source names both 10 and 20 µM as test concentration; values of inactives mirror those of a sister screen read the other way
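Assay system: mouse IAP enzyme; reagent: chemiluminescent substrate CDP-Star; dosing: test compounds delivered from DMSO solution; schedule: 30 min at room temperature; measured by: luminescence from enzymatic CDP-Star hydrolysis; controls: DMSO-only wells and no-enzyme negative control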
ATG4B inhibitor = ATG4B protease inhibitors, primary screen, biochemical, fluorescence, uHTS | Cysteine protease ATG4B (Homo sapiens), Q9Y4P1 | ATG4B cleavage of LC3-PLA2, NBD-HPC fluorescence, 1 h | inhibition, % at 8.33 µM | actives 0.51% (n = 340,000) | AID 504462, 2011; in the data active = inhibition above about 40%
Target sequence (Q9Y4P1 whole entry, looked up): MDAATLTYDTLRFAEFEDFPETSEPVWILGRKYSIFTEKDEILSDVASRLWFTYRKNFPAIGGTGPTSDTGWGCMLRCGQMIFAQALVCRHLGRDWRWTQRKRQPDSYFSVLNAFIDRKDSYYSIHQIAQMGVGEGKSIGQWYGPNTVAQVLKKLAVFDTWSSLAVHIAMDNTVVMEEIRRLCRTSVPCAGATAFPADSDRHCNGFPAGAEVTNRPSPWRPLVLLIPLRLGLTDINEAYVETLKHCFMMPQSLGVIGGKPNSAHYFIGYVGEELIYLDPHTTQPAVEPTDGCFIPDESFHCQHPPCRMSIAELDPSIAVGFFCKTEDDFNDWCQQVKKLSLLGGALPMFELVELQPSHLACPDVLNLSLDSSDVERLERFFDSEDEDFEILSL
hIAP block = human IAP inhibitors, primary screen, biochemical, luminescence, uHTS. inhibition, % at 10 µM. purified IAP, CDP-Star luminescence, 30 min. Intestinal-type alkaline phosphatase (Homo sapiens), P09923. actives 0.12% (n = 330,000);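 active = inhibition reaching a set limit with compound at 10 µM in the primary screen, cut at about 35% in these data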;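 also: plate controls were DMSO wells with enzyme for no effect and no-enzyme buffer wells for full effect; values of inactives mirror those of a sister screen read the other way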
A3G deaminase = APOBEC3G DNA deaminase inhibitors, primary screen, biochemical, fluorescence, single-stranded DNA substrate, uHTS; recombinant A3G, ssDNA deamination FAM/TAMRA fluorescence; AID 493012, 2011; actives 0.28% (n = 330,000); DNA dC->dU-editing enzyme APOBEC-3G (Homo sapiens), Q9HC16; inhibition, % at 20 µM;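 active = inhibition of at least 40% at 20 µM, with no more than 30% in the related APOBEC3A deaminase screen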;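 also: plate controls were DMSO wells with A3G for no effect and wells lacking A3G enzyme for full effect; some compounds called inactive have numbers as strong as hits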
Target sequence (Q9HC16 whole entry, looked up): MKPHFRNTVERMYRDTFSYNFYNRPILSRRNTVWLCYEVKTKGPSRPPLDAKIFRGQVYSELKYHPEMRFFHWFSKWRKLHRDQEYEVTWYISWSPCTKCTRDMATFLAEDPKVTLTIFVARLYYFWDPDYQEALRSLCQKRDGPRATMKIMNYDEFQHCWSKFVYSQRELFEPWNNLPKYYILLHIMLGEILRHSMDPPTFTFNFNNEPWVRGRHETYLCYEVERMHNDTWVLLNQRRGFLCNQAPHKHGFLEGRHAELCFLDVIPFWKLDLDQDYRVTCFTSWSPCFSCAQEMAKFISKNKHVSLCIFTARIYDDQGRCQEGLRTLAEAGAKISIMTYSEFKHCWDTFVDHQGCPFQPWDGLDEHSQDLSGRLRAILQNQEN
MIN6 prolif = inducers of MIN6 beta-cell proliferation, primary screen, ATP luminescence, uHTS | MIN6 cells proliferation, ATPlite luminescence, 48 h; cells starved in 0.2% serum; 100% = growth in 10% serum | proliferation, % at 10 µM | actives 0.29% (n = 330,000) | AID 2380, 2010;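 active = compounds whose signal lies at least 3.5 SD above the mean of all wells on their plate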;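 also: 0% = DMSO-treated cells in low-serum medium and 100% = 10% serum control; some compounds called inactive have numbers as strong as hits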
mIAP block = inhibitors of mouse IAP, primary screen, biochemical, luminescence, uHTS. actives 0.2% (n = 330,000). inhibition, % at 10 µM. purified mouse IAP, CDP-Star luminescence, 30 min. intestinal alkaline phosphatase [Mus musculus];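 active = inhibition of at least 40% at 10 µM in the primary screen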;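 also: plate controls were DMSO with enzyme for no effect and no enzyme wells for full effect; values of inactives mirror those of a sister screen read the other way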
hIAP act = human IAP activators, primary screen, biochemical, luminescence, uHTS | actives 0.16% (n = 330,000) | Intestinal-type alkaline phosphatase (Homo sapiens), P09923 | AID 2524, 2010 | purified human IAP, CDP-Star luminescence, 30 min; stronger effect = higher value; 1 = vehicle-only enzyme, 0 = enzyme-free background | activation factor at 10 µM;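 active = activation factor of the enzyme at least 2-fold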; also: the source names both 10 and 20 µM as test concentration; values of inactives mirror those of a sister screen read the other way
MPTP block = mitochondrial permeability transition pore inhibitors, primary screen, biochemical, isolated mouse mitochondria, absorbance; Ca2+ swelling absorbance, 30 min; inhibition, % at 10 µM; actives 1.4% (n = 360,000); AID 602449, 2012;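 active = inhibition of 50% or more, scaled per plate between neutral and stimulator controls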;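 also: 0% = DMSO wells given calcium and 100% = 1 mM EGTA wells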
APOBEC3A inh = APOBEC3A ssDNA deaminase inhibitors, primary screen, selectivity assay for APOBEC3G inhibitor project, biochemical, FAM/TAMRA oligo cleavage fluorescence; DNA dC->dU-editing enzyme APOBEC-3A (Homo sapiens), P31941; recombinant A3A, FAM/TAMRA ssDNA deamination fluorescence; inhibition, % at 20 µM; actives 0.41% (n = 330,000); AID 493011, 2011;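 active = at least 40% inhibition at 20 µM here, with at most 30% in a related deaminase screen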;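 also: plate controls were A3A with DMSO for no effect and wells lacking A3A enzyme for full effect; some results filed as inactive read as strong as hits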
Target sequence (P31941 whole entry, looked up): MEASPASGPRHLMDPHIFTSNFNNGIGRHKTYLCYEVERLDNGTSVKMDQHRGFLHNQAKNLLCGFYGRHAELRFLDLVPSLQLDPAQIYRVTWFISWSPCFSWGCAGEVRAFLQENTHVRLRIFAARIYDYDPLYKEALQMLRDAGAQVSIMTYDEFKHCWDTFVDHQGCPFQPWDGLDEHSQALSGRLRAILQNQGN
* hit, by the source's call; . = not tested or not shown.

SMILES | mIAP activ | ATG4B inhibitor | hIAP block | A3G deaminase | MIN6 prolif | mIAP block | hIAP act | MPTP block | APOBEC3A inh
COc1ccc(OCCNc2cc(Cl)ccc2[N+](=O)[O-])cc1 | 0.9 | -11 | -35 | -5 | -1 | 10 | 1.3 | -0.4 | -2
O=C(NCC(c1cccs1)N1CCOCC1)C1CCN(S(=O)(=O)c2ccccc2C(F)(F)F)CC1 (centres undefined) | 0.97 | -8 | -6 | -5 | 0 | 2 | 1.1 | 1.5 | -4
Cc1ccc(NCC(=O)N/N=C/c2ccncc2)cc1 | 0.99 | -3 | -11 | -10 | 0 | 1 | 1.1 | -1.8 | -4
Cc1ccc(NC(=O)C2CCCN2S(=O)(=O)c2cccc3cccnc23)cc1F (centres undefined) | 0.94 | 0 | 12 | -5 | 8 | 6 | 0.88 | 2.0 | -3
COC(C/C=C\C(=O)[C@@H](C)OCc1ccccc1)OC | 0.99 | . | -3 | -13 | -2 | 1 | 1 | . | -3
COc1ccc([N+](=O)[O-])cc1CSc1nnc(NC(C)=O)s1 | 1.1 | 2 | -10 | -1 | -3 | -7 | 1.1 | -0.6 | 2
O=C(Cc1ccccc1)Nc1ccc(NC(=S)NC(=O)c2ccccc2)cc1 | 0.84 | 1 | -10 | -5 | -3 | 16 | 1.1 | 0.0 | -5
Cc1nnc(N(C)C(=O)c2cnccn2)s1 | 1 | -2 | 0 | 0 | -4 | 0 | 1 | 0.3 | 3
CN(CC(=O)OCC(=O)NC(=O)c1cccn1C)S(=O)(=O)c1ccc(Cl)cc1 | 1 | -12 | 19 | 3 | 2 | -2 | 0.81 | -1.9 | 3
Cc1ccc(NC(=O)CNC(=O)c2ccc(C)o2)cc1 | 0.86 | 5 | -11 | -1 | -1 | 14 | 1.1 | 0.8 | -3
CCNS(=O)(=O)c1ccc(NC(=O)Cc2ccc(F)cc2)cc1 | 1.1 | 0 | -22 | 3 | -1 | -11 | 1.2 | 0.2 | 4
Cc1cccc(C)c1N1C(=O)CCC(C)(C)C1=O | 0.99 | -9 | 1 | -2 | -1 | 1 | 0.99 | -0.7 | 5
CCC(=O)Nc1sc(C(=O)Nc2ccccc2OC)c(C)c1C(=O)OC | 0.94 | 6 | -10 | 0 | -3 | 6 | 1.1 | 2.4 | -1
Cc1nnc(SCC(=O)N2CCCc3ccccc32)[nH]c1=O | 1 | 0 | 6 | -8 | 0 | 0 | 0.94 | 1.1 | 1
N#Cc1ccc(CSc2nnc(-c3ccncc3)n2CCc2ccccc2)cc1 | 0.91 | -8 | 4 | -1 | -5 | 9 | 0.96 | 0.7 | 7
CCN1C(=O)/C(=C\c2ccc3c(c2)OCO3)C(C(=O)OC)=C1C | 0.84 | -1 | 6 | -5 | 0 | 16 | 0.94 | 1.3 | -2
Cc1cc(NC(=O)NC(=O)c2cccc(OC(F)(F)C(F)F)c2)n[nH]1 | 0.95 | -10 | 6 | 0 | -2 | 5 | 0.94 | 2.1 | -1
O=C(NCCCN1CCOCC1)c1cn(-c2ccccc2)nc1-c1ccc(F)cc1 | 1.2 | -15 | 6 | -9 | 2 | -15 | 0.94 | -0.5 | -6
CC(C)(C)NS(=O)(=O)c1ccc(NS(=O)(=O)Cc2ccccc2)cc1 | 0.93 | -1 | 14 | -8 | 0 | 7 | 0.86 | 0.4 | -3
CC(=O)Nc1ccccc1C(=O)C(=O)NCCc1ccccc1 | 1 | 4 | 6 | -6 | -1 | -1 | 0.94 | -3.8 | 9
CCOC(=O)c1ccc(NC(=S)NNC(=O)c2cc(-c3cccnc3)nc3ccccc23)cc1 | 0.96 | -17 | -65 | 7 | -5 | 4 | 1.7 | 12 | -1
Cc1ccc(-c2noc(-c3cc(C(C)(C)C)nn3Cc3ccccc3)n2)cc1 | 0.78 | 0 | 22 | -7 | -6 | 22 | 0.78 | 5.5 | -3
Cc1ccc(S(=O)(=O)N2CCN(C(=O)CN3CCN(C)CC3)C2)cc1 | 0.98 | -4 | 9 | -7 | 0 | 2 | 0.91 | -0.6 | -6
O=C(N/N=C/c1cccc(OCc2ccccc2)c1)c1ccc(Br)o1 | 0.9 | -12 | 1 | -7 | 4 | 10 | 0.99 | -0.7 | -9
CC(C)(C)NC(=O)C(=O)NCCC1=CCCCC1 | 0.96 | 0 | -5 | -9 | -2 | 4 | 1.1 | 0.7 | -1
SMILES | mIAP activ | ATG4B inhibitor | hIAP block | A3G deaminase | MIN6 prolif | mIAP block | hIAP act | MPTP block | APOBEC3A inh
Cc1cccc(NC(=O)CC2NCCNC2=O)c1 (centres undefined) | 1 | -8 | -7 | 2 | -1 | -4 | 1.1 | 6.7 | 1
O=C(c1ccc(Cl)s1)N1CCN(C23CC4CC(CC(C4)C2)C3)CC1 | 1.1 | 1 | -36 | -10 | -1 | -7 | 1.4 | 0.1 | -2
CC(C)(CNC(=O)c1cccs1)N1CCOCC1 | 1 | 5 | 8 | -8 | 0 | 0 | 0.93 | -0.2 | -4
CC(C)(C)NC(=O)C1CCN(c2ccc(S(=O)(=O)N3CCOCC3)cc2Cl)CC1 | 1.1 | 3 | 6 | -3 | -2 | -9 | 0.94 | -0.7 | 0
CCc1ccc(/C=C\C(=O)N2CCCC2)cc1 | 0.74 | 0 | 8 | -12 | -4 | 26 | 0.92 | 1.5 | -4
CC(C)OC(=O)c1cn(-c2ccccc2)nc1-c1ccc2c(c1)OCCO2 | 1.1 | 11 | 0 | 0 | -2 | -8 | 1 | 3.8 | 1
CSc1ccccc1NC(=O)c1noc(C)c1[N+](=O)[O-] | 0.97 | -9 | -10 | 2 | -4 | 3 | 1.1 | -1.7 | 1
O=[N+]([O-])c1ccc(O)c(P(=O)(c2ccccc2)c2ccccc2)c1 | 0.98 | -1 | 11 | -3 | -2 | 2 | 0.89 | 1.1 | 1
CCOC(=O)c1cccc(NC(=O)C2CCCO2)c1 (centres undefined) | 1.1 | -6 | -6 | 9 | 0 | -6 | 1.1 | -2.1 | 2
COc1ccc(NS(=O)(=O)c2ccc(NC(=S)NC(=O)/C=C/c3ccccc3)cc2)nn1 | 1 | -4 | -8 | -7 | -2 | -2 | 1.1 | 5.3 | -4
CC(C)C(=O)Nc1nc2c(c(=O)[nH]1)CCCC2 | 1 | -1 | -13 | -5 | -1 | -1 | 1.1 | -0.2 | -3
Cc1c(Cl)cccc1NC(=O)C1=COCCO1 | 1.1 | 4 | -9 | -7 | 3 | -6 | 1.1 | -2.1 | -1
CC(=O)NC1=NN(C(C)=O)C(C)(CS(=O)(=O)c2ccc(C)c(C)c2)S1 (centres undefined) | 1.1 | -6 | -8 | -1 | -2 | -8 | 1.1 | -0.3 | 1
CC(C)n1cc(CN2CCCC(C(=O)Nc3ccccc3Oc3cccnc3)C2)cn1 (centres undefined) | 1.1 | 11 | -14 | -7 | -2 | -6 | 1.1 | 1.2 | 1
O=C(COC(=O)c1cc(Cl)ccc1O)c1ccc2c(c1)OCO2 | 0.99 | 5 | -13 | -12 | 5 | 0 | 1.1 | -0.8 | 1
COCC(=O)N1CCCC(CNS(=O)(=O)c2ccc(OC)cc2)C1 (centres undefined) | 1 | 4 | 6 | -4 | -1 | -4 | 0.94 | 0.3 | 2
Cc1nc2c(C(=O)N3CCN(c4ccccn4)CC3)cnn2c(C)c1Cc1cccc(Cl)c1 | 0.98 | -1 | 9 | -1 | -5 | 2 | 0.91 | -0.6 | 1
CC(C)NC(=O)C1(S(=O)(=O)c2ccccc2)CC=CC1 | 1 | 5 | 16 | -14 | 4 | -1 | 0.84 | -1.7 | -4
CC(Sc1nnc(C2CC2)n1C1CC1)C(=O)Nc1ccc(C(N)=O)cc1 (centres undefined) | 1 | -2 | 1 | -4 | -6 | -3 | 0.99 | 0.5 | 2
CC(=O)c1cnc2c(-c3ccccc3)c(C(F)(F)F)nn2c1C | 0.95 | 13 | 2 | -4 | -2 | 5 | 0.98 | -1.1 | 2
COC(=O)[C@H](C)NC(=O)Nc1ccc(OC)c(OC)c1 | 1 | 5 | 1 | -5 | -4 | -2 | 0.99 | -2.1 | 2
COC(=O)C1=CN(Cc2ccc(OC)c(OC)c2)C=C(C(=O)OC)C1c1ccc(O)cc1 | 1 | -9 | -14 | -1 | 2 | -5 | 1.1 | -0.4 | -3
CCOC(=O)N1CCN(S(=O)(=O)c2ccc(C(=O)Nc3nc4ccccc4s3)cc2)CC1 | 0.94 | 2 | 10 | -1 | -1 | 6 | 0.9 | 43 | 1
O=C1/C(=C/c2cccs2)SC(=S)N1N1CCOCC1 | 0.86 | -2 | -10 | -11 | -2 | 14 | 1.1 | 2.9 | -3
O=C(COc1ccccc1F)NNC(=O)c1ccc2c(=O)n3c(nc2c1)CCC3 | 0.89 | -5 | -10 | -5 | -1 | 11 | 1.1 | 4.7 | -1
C=CCN(C(=O)Cc1cccs1)c1nc(-c2ccc(S(C)(=O)=O)cc2)cs1 | 0.8 | -8 | 20 | -5 | 0 | 20 | 0.8 | -1.6 | 2

Of the compounds above, these contain an aryl methoxy group:
SMILES | mIAP activ | ATG4B inhibitor | hIAP block | A3G deaminase | MIN6 prolif | mIAP block | hIAP act | MPTP block | APOBEC3A inh
COc1ccc(OCCNc2cc(Cl)ccc2[N+](=O)[O-])cc1 | 0.9 | -11 | -35 | -5 | -1 | 10 | 1.3 | -0.4 | -2
COc1ccc([N+](=O)[O-])cc1CSc1nnc(NC(C)=O)s1 | 1.1 | 2 | -10 | -1 | -3 | -7 | 1.1 | -0.6 | 2
CCC(=O)Nc1sc(C(=O)Nc2ccccc2OC)c(C)c1C(=O)OC | 0.94 | 6 | -10 | 0 | -3 | 6 | 1.1 | 2.4 | -1
COc1ccc(NS(=O)(=O)c2ccc(NC(=S)NC(=O)/C=C/c3ccccc3)cc2)nn1 | 1 | -4 | -8 | -7 | -2 | -2 | 1.1 | 5.3 | -4
COCC(=O)N1CCCC(CNS(=O)(=O)c2ccc(OC)cc2)C1 (centres undefined) | 1 | 4 | 6 | -4 | -1 | -4 | 0.94 | 0.3 | 2
COC(=O)[C@H](C)NC(=O)Nc1ccc(OC)c(OC)c1 | 1 | 5 | 1 | -5 | -4 | -2 | 0.99 | -2.1 | 2
COC(=O)C1=CN(Cc2ccc(OC)c(OC)c2)C=C(C(=O)OC)C1c1ccc(O)cc1 | 1 | -9 | -14 | -1 | 2 | -5 | 1.1 | -0.4 | -3

A section from the list above, as a working copy:
SMILES | mIAP activ | ATG4B inhibitor | hIAP block | A3G deaminase | MIN6 prolif | mIAP block | hIAP act | MPTP block | APOBEC3A inh
Cc1c(Cl)cccc1NC(=O)C1=COCCO1 | 1.1 | 4 | -9 | -7 | 3 | -6 | 1.1 | -2.1 | -1
CC(=O)NC1=NN(C(C)=O)C(C)(CS(=O)(=O)c2ccc(C)c(C)c2)S1 (centres undefined) | 1.1 | -6 | -8 | -1 | -2 | -8 | 1.1 | -0.3 | 1
